SENP7 inh – blocks the human protease SENP7. AID 434973. actives 1.5% (n = 330,000). recombinant SENP7, Z-RLRGG-aminoluciferin luminescence, 40 min. inhibition, % at 5 µM;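 active = inhibition above about 50% at the single test dose, limit read from the data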;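 note: plate controls were DMSO with enzyme for no effect and no enzyme buffer wells for full effect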
Target sequence (Q9BQF6 706-1050 limits assumed): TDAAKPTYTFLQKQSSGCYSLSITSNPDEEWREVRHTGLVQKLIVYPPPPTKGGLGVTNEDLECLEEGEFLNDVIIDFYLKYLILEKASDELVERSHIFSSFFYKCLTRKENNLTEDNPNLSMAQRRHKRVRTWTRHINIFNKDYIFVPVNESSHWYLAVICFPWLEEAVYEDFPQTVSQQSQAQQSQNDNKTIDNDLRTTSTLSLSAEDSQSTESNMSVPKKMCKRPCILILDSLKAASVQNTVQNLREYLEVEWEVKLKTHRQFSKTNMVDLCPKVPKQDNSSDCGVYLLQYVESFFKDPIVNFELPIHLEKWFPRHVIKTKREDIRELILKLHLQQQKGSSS
HKDC1 inh – inhibitors of human hexokinase HKDC1 | Q2TB90 | recombinant HKDC1, G6PDH/diaphorase resazurin coupled fluorescence | inhibition, % at 20 µM | actives 0.16% (n = 340,000) | AID 493160;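 active = inhibition above about 35% when tested at 20 µM, limit read from the data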;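 note: plate controls were DMSO wells with enzyme for no effect and DMSO wells lacking enzyme for full effect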
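Material – in-house recombinant HK5 (HKDC1) enzyme · Quantity – HKDC1 at 5 µg/mL · Buffer or medium – pH 8.0 Tris buffer with 10 mM MgCl2 · Reagent – glucose with 1 mM ATP · Dosing – single 20 µM dose · Times – reaction time 90 min, room temperature, protected from light · Technique – resorufin fluorescence at 613 nm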
SENP8 inh – inhibitors of human SENP8 protease. purified SENP8, Z-RLRGG-aminoluciferin cleavage, luminescence. inhibition, % at 10 µM. Q96LD8. actives 1.2% (n = 330,000)
Target sequence (Q96LD8 whole entry, looked up): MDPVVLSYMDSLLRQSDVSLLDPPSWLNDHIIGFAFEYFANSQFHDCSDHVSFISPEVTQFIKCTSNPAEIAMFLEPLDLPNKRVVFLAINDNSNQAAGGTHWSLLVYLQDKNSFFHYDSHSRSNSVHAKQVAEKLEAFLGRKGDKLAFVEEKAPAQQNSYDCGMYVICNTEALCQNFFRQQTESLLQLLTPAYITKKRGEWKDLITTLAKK
UBC13 polyUb – blocks human UBC13 polyubiquitin chain formation. TR-FRET. actives 0.47% (n = 330,000). P61088. inhibition, % at 20 µM; in the data active = inhibition above about 45%, passing the limit was not always enough
Target sequence (P61088 whole entry, looked up): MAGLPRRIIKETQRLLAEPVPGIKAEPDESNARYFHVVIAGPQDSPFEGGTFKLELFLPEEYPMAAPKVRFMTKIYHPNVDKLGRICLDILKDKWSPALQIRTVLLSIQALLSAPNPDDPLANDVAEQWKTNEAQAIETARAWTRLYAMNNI
Jurkat NFkB inh – inhibitors of the PMA/ionomycin-induced NF-kB reporter in Jurkat cells; actives 0.53% (n = 330,000); PMA/ionomycin-induced NF-kB luciferase reporter, luminescence; inhibition, % at 4 µM
Apaf-1 inh – inhibitors of human Apaf-1 apoptosome; inhibition, % at 20 µM; O14727; reconstituted apoptosome caspase-3 activity, DEVD-Rh110 fluorescence; actives 0.71% (n = 330,000); active = inhibition of at least 40% at 20 µM;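 note: plate controls were DMSO wells for no effect and DEVD-CHO caspase inhibitor wells for full effect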
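Material: reconstituted apoptosome with Apaf-1, cytochrome c, caspase-9, procaspase-3, dATP. Technique: Rh110 fluorescence intensity. Buffer or medium: pH 7.5 Hepes buffer with CHAPS, BSA, DTT. Times: 30 min plus 50 min, RT.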
697 NFkB inh – inhibitors of the PMA/ionomycin-induced NF-kB reporter in 697 B cells; 697 B-cell NF-kB luciferase reporter, 16 h; inhibition, % at 4 µM; actives 0.33% (n = 330,000); AID 435022; in the data active = inhibition above about 35%
Gli-Sufu antag – Gli-Sufu pathway antagonism; Sufu-KO-LIGHT fibroblasts, Gli luciferase reporter luminescence; inhibition, % at 5 µM; actives 0.74% (n = 340,000);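 active = inhibition above about 55%, limit read from the data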;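 note: 0% = DMSO-treated cells and 100% = wells with medium but no cells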
Active calls of the source: *; nt = no result given. Cut-off read from the data, not from the text of the source, unless noted: active = inhibition above about 50%; inactive = the rest. Outcome played no part in choosing rows (roughly 3.6% active in at least one column).

structure	SENP7 inh	HKDC1 inh	SENP8 inh	UBC13 polyUb	Jurkat NFkB inh	Apaf-1 inh	697 NFkB inh	Gli-Sufu antag
COc1cc(NS(=O)(=O)c2ccc(NC(=S)NC(=O)CC(C)C)cc2)nc(OC)n1	9	1	0	-14	-72	0	-143	-12
COC(=O)N/N=C/c1c(C)nn(-c2cccc(Cl)c2)c1Cl	6	-7	-5	-4	39	9	-51	-11
Cn1c(SCC(=O)Nc2ccc3nc(SCC(=O)NC4CC4)sc3c2)nnc1-c1ccccc1	-11	-12	0	-8	8	4	8	-9
CCn1c(C)c2c([n+]1CC)CC(C)(C)CC2=O	1	-9	10	6	2	-14	1	1
Nn1c(Cc2ccccc2F)nnc1SCC(=O)N1CC(=O)Nc2ccccc21	9	3	-6	-8	-1	-2	-14	-14
COc1ccc(CCNC(=O)c2nc(-c3cccs3)no2)cc1OC	12	-10	4	3	7	-19	-25	-5
CCOCc1nnc(NC(=O)c2cc(OC)c(OC)cc2[N+](=O)[O-])s1	2	-2	6	-2	12	0	20	0
COc1ccc(C2CC(c3ccccc3)=NN2C(=O)CN2N=NC3C(=O)N(c4cccc(F)c4)C(=O)C32)cc1 (configuration not stated)	-4	-6	-14	-7	0	9	-1	-4
CC1CCc2c(sc3ncn(CCO)c(=O)c23)C1 (configuration not stated)	1	-2	-3	21	-55	-12	-34	-35
O=C(CCC(=O)N1CCCC(Nc2ccccc2)C1)c1ccc(F)cc1 (configuration not stated)	2	0	-5	3	1	1	-3	20
O=C(NN1C(=O)C2C3C=CC(C4CC34)C2C1=O)c1ccc(Br)cc1 (configuration not stated)	0	-4	-9	18	-7	-10	-1	5
O=C1CSC(=S)N1CC1CCCO1 (configuration not stated)	12	10	5	1	-2	-15	2	2
CC1CCc2sc(-c3n[nH]c(=S)o3)cc2C1 (configuration not stated)	0	1	-2	10	-21	-11	-46	-31
CC(=O)NC(CC(=O)Nc1ccc(S(=O)(=O)N2CCCCC2)cc1)c1ccccc1 (configuration not stated)	1	-2	8	4	-3	-1	17	2
O=C(CCN1CCN(c2ccccc2)CC1)NNC(=S)Nc1ccccc1	-2	-9	-2	2	3	-2	12	-5
O=C(COc1c(Cl)cc(Cl)cc1Cl)c1ccc(Cl)cc1	-2	-2	-6	-11	-5	5	3	-8
CNS(=O)(=O)c1ccc(C)c(S(=O)(=O)NC)c1	10	-1	9	-4	-5	-3	-6	-6
O=C1CC(c2cccs2)c2cc3c(cc2N1)OCO3 (configuration not stated)	7	-6	-2	-3	3	-2	18	5
CC(=O)O[C@H](COc1c2ccoc2cc2oc(=O)ccc12)C(C)(C)O	0	35	-4	19	-4	2	-1	18
COC(=O)CN(c1cccc(F)c1)S(C)(=O)=O	-13	-4	-7	-7	-14	4	-119	-1
NC(=O)CSc1nc2sc3c(c2c2ncnn12)CCCC3	-8	10	-4	-3	-8	14	-4	2
CS(=O)(=O)NN1C(=O)c2ccccc2NC12CCCC2	2	-10	4	21	15	-1	17	-1
CN(C(=O)c1ccc(N2CCOCC2)c([N+](=O)[O-])c1)C1CCCCC1	-15	-3	-3	-21	-24	2	-28	25
Cc1ccc(S(=O)(=O)N2CCN(Cc3nc4ccccc4n3C)CC2)cc1	11	-1	-1	-2	16	6	-10	8
Cc1cc(C)c(C)c(OCC(=O)NCC2CCCO2)c1 (configuration not stated)	-8	-5	-15	-6	-5	-5	-11	0
C=C(C)CN1C(=O)c2ccccc2C1=O	-8	-4	0	-9	-1	-8	-36	-1
Cc1ccc2nc(N(CCCN(C)C)C(=O)CS(=O)(=O)c3ccccc3)sc2c1	4	-3	-13	5	-10	7	25	21
CCCN1CCN(CC(=O)Nc2nncs2)CC1	0	-4	-4	6	18	-8	23	1
Cc1ccc(C)c(S(=O)(=O)NCc2ccc(C(=O)N3CCOCC3)cc2)c1	-3	-6	4	-6	11	-47	16	-15
COc1cc(/C=N\NC(=O)c2ccc(-c3ccccc3)cc2)ccc1OCC(N)=O	0	4	1	9	15	9	18	1
C#CCOCCOCCOCCNc1nc(N2CCN(C(=O)[C@H]([C@@H](C)CC)n3cc([C@@H](N)CO)nn3)CC2)nc(N2CCN(C(=O)[C@H]([C@@H](C)CC)n3cc([C@@H](N)CO)nn3)CC2)n1	8	nt	-4	1	6	0	13	nt
C/C=C/c1ccc(OCCCCN2C(=O)NC(C)(C)C2=O)c(OC)c1	-1	1	9	-8	8	-5	-2	-14
COc1cccc2cc(C(=O)C3=C(O)C(=O)N(CCN(C)C)C3c3ccc(Cl)cc3)oc12 (configuration not stated)	3	2	-2	-14	1	-13	-4	2
S=C(NCCC1=CCCCC1)Nc1ccccc1	11	-1	-9	1	-48	26	-62	9
Cc1cccc(OCC(=O)N/N=C\C=C\c2ccc3c(c2)OCO3)c1C	10	-6	-5	-16	-27	9	-40	1
C=C(C)c1cccc(C(C)(C)NC(=O)NCc2ccncc2)c1	11	-2	-11	-4	10	-19	2	-15
O=C(CSc1nnc2ccccn12)N1CCc2ccccc21	10	-5	4	-15	-109	-1	-116	-63
O=C(CSc1nc2ccccc2[nH]1)N1CCN(C(=O)c2ccco2)CC1	7	-9	-7	8	12	3	4	-6
CCCCCCC(=O)Nc1nc(C)c(-c2csc(Nc3ccc(Cl)cc3)n2)s1	-9	-8	-6	-20	-3	10	-17	-6
Cc1cc(O)cc(O)c1C(=O)Cc1ccccc1	5	-2	-2	-2	7	1	4	-9
COc1ccccc1CCNC(=O)c1c(C)nn(CC(C)C)c1Cl	-1	3	1	0	-18	-5	-19	-42
CN(Cc1nc2ccccc2s1)C(=O)c1ccc(F)cc1	1	-8	-4	4	-22	-2	-12	-7
Nc1ccc(S(=O)(=O)c2ccc(N)cc2)cc1	1	2	-3	-2	7	7	0	-2
N/C(=N\OC(=O)CCCc1ccccc1)c1cccc([N+](=O)[O-])c1	-1	-3	0	-6	-1	4	-35	-4
Fc1ccc(Cn2nnc3ccccc32)cc1	-5	-3	0	4	1	-6	2	-5
COC(=O)c1ccc(COC(=O)CNC(=O)c2ccc(-c3ccccc3)cc2)cc1	1	0	8	7	-29	-11	-19	-29
CCN1C(=O)c2n[nH]c(C(=O)OC)c2C1=O	2	-8	-3	4	8	-7	0	-5
CCn1c(CCNC(=O)c2ccc(OC)c(OC)c2)nc2ccccc21	-1	-9	1	7	-20	1	15	4
O=C(NNC1=NCCC1)c1cccc(S(=O)(=O)N2CCOCC2)c1	-5	-6	-2	7	-1	-7	17	-6
Cc1ccc(C)c(S(=O)(=O)N2CCCC2CNC(=O)C(=O)NC2CCCCCC2)c1 (configuration not stated)	-6	2	8	0	-2	16	18	1
O=[N+]([O-])c1ccccc1N/N=C\c1ccccc1Cl	97*	-5	84*	-52	-144	4	-234	-78
CCOC(=O)c1sc2nccc(N(C)C)c2c1N=CNOC	-6	2	-10	4	-17	16	-11	-5
Cn1c(Cc2cccs2)nnc1SCC(=O)Nc1ccc(F)cc1F	9	-2	-6	0	-5	-3	-3	11
O=C(O)c1ccccc1C(=O)Nc1ccccn1	0	0	2	11	13	-7	12	5
COC(=O)N/N=C(\CCC(=O)O)c1cccs1	-2	-4	5	1	7	-21	14	2
Fc1ccc(OCCOCCN2CCNCC2)cc1	0	-1	1	1	-9	-10	5	-34
O=C(Cc1ccc(Cl)cc1)N1CCN(c2ccccc2)CC1	-8	1	-9	-2	0	16	-31	53
Cc1cccc(NC(=O)C2CCCN(S(=O)(=O)c3ccc(-n4cnnn4)cc3)C2)c1 (configuration not stated)	-1	5	4	-1	15	-4	10	-24
O=C(CCn1c(=O)[nH]c2ccsc2c1=O)N1CC(=O)N(CCc2ccccc2)C(=O)C1	-7	-5	-5	-4	2	4	-2	3
Cc1c(N)cc[n+](CC(=O)c2ccccc2)c1C	1	13	6	4	19	-11	-16	-2

New compounds follow
structure	SENP7 inh	HKDC1 inh	SENP8 inh	UBC13 polyUb	Jurkat NFkB inh	Apaf-1 inh	697 NFkB inh	Gli-Sufu antag
Cc1ccc(C2CC(=O)Oc3cc(C)cc(C)c32)cc1 (configuration not stated)	-6	2	nt	nt	nt	17	13	3
Cc1cccc(NC(=O)CSc2cc(C)c(C#N)c3nc4ccccc4n23)c1	11	13	1	-5	-5	-12	2	6
CC1=C(C(=O)Nc2ccccn2)C(c2cn(C)nc2C)C2=C(CCCC2=O)N1 (configuration not stated)	-3	-8	-6	11	7	-16	6	-5
CCOC(=O)CC1C(=O)NCCN1S(=O)(=O)c1ccc(OC)cc1 (configuration not stated)	-1	2	10	-5	-4	5	12	1
O=c1[nH]c(NC2CCN(S(=O)(=O)c3ccccc3C(F)(F)F)CC2)nc2c1CCCC2	-6	-7	7	6	36	1	44*	-14
CC[N+](CC)(CC)CCC(O)(c1ccccc1)C1CCCCC1 (configuration not stated)	0	-6	6	10	-1	-9	8	-4

Of the compounds above, these have a halogen:
structure	SENP7 inh	HKDC1 inh	SENP8 inh	UBC13 polyUb	Jurkat NFkB inh	Apaf-1 inh	697 NFkB inh	Gli-Sufu antag
COC(=O)N/N=C/c1c(C)nn(-c2cccc(Cl)c2)c1Cl	6	-7	-5	-4	39	9	-51	-11
Nn1c(Cc2ccccc2F)nnc1SCC(=O)N1CC(=O)Nc2ccccc21	9	3	-6	-8	-1	-2	-14	-14
COc1ccc(C2CC(c3ccccc3)=NN2C(=O)CN2N=NC3C(=O)N(c4cccc(F)c4)C(=O)C32)cc1 (configuration not stated)	-4	-6	-14	-7	0	9	-1	-4
O=C(CCC(=O)N1CCCC(Nc2ccccc2)C1)c1ccc(F)cc1 (configuration not stated)	2	0	-5	3	1	1	-3	20
O=C(NN1C(=O)C2C3C=CC(C4CC34)C2C1=O)c1ccc(Br)cc1 (configuration not stated)	0	-4	-9	18	-7	-10	-1	5
O=C(COc1c(Cl)cc(Cl)cc1Cl)c1ccc(Cl)cc1	-2	-2	-6	-11	-5	5	3	-8
COC(=O)CN(c1cccc(F)c1)S(C)(=O)=O	-13	-4	-7	-7	-14	4	-119	-1
COc1cccc2cc(C(=O)C3=C(O)C(=O)N(CCN(C)C)C3c3ccc(Cl)cc3)oc12 (configuration not stated)	3	2	-2	-14	1	-13	-4	2
CCCCCCC(=O)Nc1nc(C)c(-c2csc(Nc3ccc(Cl)cc3)n2)s1	-9	-8	-6	-20	-3	10	-17	-6
COc1ccccc1CCNC(=O)c1c(C)nn(CC(C)C)c1Cl	-1	3	1	0	-18	-5	-19	-42
CN(Cc1nc2ccccc2s1)C(=O)c1ccc(F)cc1	1	-8	-4	4	-22	-2	-12	-7
Fc1ccc(Cn2nnc3ccccc32)cc1	-5	-3	0	4	1	-6	2	-5
O=[N+]([O-])c1ccccc1N/N=C\c1ccccc1Cl	97*	-5	84*	-52	-144	4	-234	-78
Cn1c(Cc2cccs2)nnc1SCC(=O)Nc1ccc(F)cc1F	9	-2	-6	0	-5	-3	-3	11
Fc1ccc(OCCOCCN2CCNCC2)cc1	0	-1	1	1	-9	-10	5	-34
O=C(Cc1ccc(Cl)cc1)N1CCN(c2ccccc2)CC1	-8	1	-9	-2	0	16	-31	53
O=c1[nH]c(NC2CCN(S(=O)(=O)c3ccccc3C(F)(F)F)CC2)nc2c1CCCC2	-6	-7	7	6	36	1	44*	-14

Assay outcomes (PubChem BioAssay)
